Source: PubChem (several laboratories)
SV40 large T antigen – SV40 large T antigen inhibitors, biochemical (AID 1903); inhibition, % at 20 µM, or IC50 in µM where a hit was titrated; hit rate 0.39% among 310,000; SV40 large T antigen ATPase/helicase inhibition assay; higher % means a stronger effect; in the data active means a potency from the dose series; further: strong numbers were not always called active
GPR55 beta-arrestin – selective activators of receptor GPR55 – imaging, U2OS cells, beta-arrestin-GFP redistribution, primary screen (AID 1961). U2OS GPR55 beta-arrestin-GFP redistribution imaging; higher % means a stronger effect. activation, % at 10 µM, or EC50 in µM where a hit was titrated. hit rate 0.048% among 290,000;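 active means activation above 40% with more than 50 cells counted in the well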;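 further: U2OS osteosarcoma cells stably expressing GPR55 and beta-arrestin-GFP; plate controls were DMSO negative control for no effect and LPI positive control for full effect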
NS5 inhibitors – Dengue-2 NS5 methyltransferase inhibitors, primary screen, biochemical, confirmation dose response (AID 588689). Dengue-2 NS5 methyltransferase capping enzyme assay, biochemical; higher % means a stronger effect. inhibition, % at 25 µM, or IC50 in µM where a hit was titrated. hit rate 0.3% among 340,000; in the data active means a potency from the dose series
GPR55 LPI antagonism – GPR55 antagonists blocking LPI-driven arrestin recruitment, primary screen, imaging, U2OS, beta-arrestin-GFP, LPI agonist (AID 2013) | U2OS GPR55 beta-arrestin-GFP translocation imaging, LPI antagonism; higher % means a stronger effect | hit rate 0.13% among 290,000 | inhibition, % at 10 µM; hits with a dose series show IC50 in µM;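 active means spots per cell inhibited over 60%, with over 100 cells counted and total cytoplasm intensity under 500,000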;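 further: U2OS cells stably carrying GPR55 and arrestin-GFP stimulated by 5 µM LPI near EC80; imaged beta-arrestin-GFP aggregate spots per cell after agonist stimulation; plate controls were LPI-stimulated DMSO wells for no effect and DMSO wells without LPI for full effect; some results filed as inactive read as strong as hits; confirmed hits need IC50 under 10 µM and bright autofluorescent wells are also inconclusive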
MgcRacGAP inhibition – MgcRacGAP GTPase-activating activity inhibitors, confirmation, biochemical, ADP Hunter fluorescence | MgcRacGAP-stimulated Rac1 GTP hydrolysis, ADP Hunter fluorescence; higher % means a stronger effect; GST-tagged Rac1 F28L mutant substrate | inhibition, % at 30 µM, or IC50 in µM where a hit was titrated | hit rate 0.6% among 340,000;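 active means first-screen hits whose inhibition reached a set limit at any dose in the follow-up dose series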;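 further: fluorescence reports GDP produced by GAP-driven GTP hydrolysis; strong numbers were not always called active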
Yfh1-depleted yeast – mitochondrial function rescue without frataxin homolog – Friedreich's ataxia, plus single-dose screen, dose response (AID 1465) | fold induction at 50 µM, or EC50 in µM where a hit was titrated | S. cerevisiae Yfh1-off respiration, WST-1 reduction, 72 h; higher fold induction means a stronger effect | hit rate 0.074% among 220,000;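 active means fold induction of absorbance versus untreated yeast above a set limit, then at least 30% activation at any dose in follow-up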;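 further: activators that raise dye reduction in frataxin-depleted yeast; strong numbers were not always called active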
NTR1 ag – NTR1-driven beta-arrestin-GFP spot formation – imaging, U2OS cells, high content, primary screen (AID 493036). P30989. agonist mode. activation, % at 20 µM. hit rate 0.17% among 330,000;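 active means activation at or above 40% of the spot to cytoplasm intensity ratio, with at least 20 cells analyzed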;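 further: 0% = DMSO without peptide and 100% = 100 nM NTR1 peptide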
Target sequence (P30989 whole entry, looked up): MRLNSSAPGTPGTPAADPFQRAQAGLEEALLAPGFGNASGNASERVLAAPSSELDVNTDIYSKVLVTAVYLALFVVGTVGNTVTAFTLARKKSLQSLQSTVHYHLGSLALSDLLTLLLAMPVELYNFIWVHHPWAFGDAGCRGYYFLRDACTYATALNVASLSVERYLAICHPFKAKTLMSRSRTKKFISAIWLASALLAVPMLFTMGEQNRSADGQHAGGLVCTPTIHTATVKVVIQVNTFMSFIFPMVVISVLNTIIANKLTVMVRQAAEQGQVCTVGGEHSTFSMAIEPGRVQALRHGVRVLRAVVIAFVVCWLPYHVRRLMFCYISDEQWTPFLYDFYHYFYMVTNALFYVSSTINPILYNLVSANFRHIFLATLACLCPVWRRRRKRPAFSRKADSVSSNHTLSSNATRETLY
AID2073 – inhibitors of Mint1-CaV2.2 protein interaction, biochemical, HTRF (AID 2073); HTRF protein-protein interaction, Mint1-CaV2.2; higher % means a stronger effect; one-dose inhibition, % at 20 µM; IC50 in µM for titrated hits; hit rate 0.19% among 290,000; in the data active means inhibition mostly above about 51%, no sharp cut-off; further: some results filed as inactive read as strong as hits
GPR35 arrestin U2OS – GPR35 antagonists blocking zaprinast-driven arrestin recruitment, primary screen, imaging, U2OS, beta-arrestin-GFP, zaprinast agonist (AID 2058); U2OS GPR35 beta-arrestin-GFP translocation imaging, zaprinast antagonism; higher % means a stronger effect; hit rate 0.052% among 290,000; inhibition, % at 10 µM; hits with a dose series show IC50 in µM;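 active means inhibition of at least 50% with at least 30 cells and total cytoplasm GFP at most 10,000,000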
NTR1 ag cell count 20 µM – recorded beside NTR1 ag, whose call it bears; cell count; measured here: cell count, cytotoxicity flag
NS5 inhibitors pilot replicate – further read-out of NS5 inhibitors, marked with its call; inhibition, %; measured here: pilot screen replicate inhibition
* = called active by the depositor; i = inactive; . = no result given. Not a hit list. About 1.7% of those tested had a hit in this group.

SMILES | SV40 large T antigen | GPR55 beta-arrestin | NS5 inhibitors | GPR55 LPI antagonism | MgcRacGAP inhibition | Yfh1-depleted yeast | NTR1 ag | NTR1 ag cell count 20 µM | AID2073 | GPR35 arrestin U2OS | others
O=C(COC(=O)c1ccc(S(=O)(=O)NCc2ccco2)cc1)c1ccccc1 | 1% | -0.1% | 4% | 3% | 6% | i | 3.2 | 68 | 9% | 1%
Cc1cccc2c3nc4ccccc4nc3n(C)c12 | 7% | -0.1% | 0% | 1% | -4% | . | 2.5 | 95 | 11% | -3%
COc1cc(C(=O)NCC(c2cccs2)N2CCOCC2)c([N+](=O)[O-])cc1OC (stereo not drawn) | 13% | . | -1% | . | 14% | . | 0.0 | 42 | . | .
O=c1cc(N2CCOCC2)c2ccccc2o1 | -7% | -0.1% | -7% | -4% | 3% | i | -0.6 | 49 | 3% | 11%
CCC(C)NC(=O)C1CCCCN1S(=O)(=O)c1ccc(F)cc1 (stereo not drawn) | 6% | -0.1% | 1% | -5% | 5% | i | 0.0 | 53 | 17% | -14%
O=C(NNC(=O)c1cccc(O)c1)Nc1ccc([N+](=O)[O-])cc1 | 6% | -0.6% | -5% | 8% | 2% | i | -0.4 | 80 | 30% | -17%
Cc1ccccc1S(=O)(=O)Cc1ccc(C(=O)NCCN(CC(C)C)CC(C)C)o1 | 16% | -0.1% | -5% | -1% | 5% | . | -1.9 | 79 | 13% | 13%
COc1cccc(C2=CC(c3ccc(N(C)C)cc3)n3nnnc3N2)c1 (stereo not drawn) | 4% | 0.5% | -36% | -1% | 6% | i | -0.3 | 77 | 8% | -4% | NS5 inhibitors pilot replicate=-2.1
COc1cc(C(=O)NCC(=O)N/N=C/c2ccco2)cc(OC)c1OC | 8% | -0.2% | 4% | -1% | 10% | . | 0.1 | 52 | 7% | 3%
CCOC(=O)C1(Cc2cccc(F)c2)CCN(C(=O)c2cscn2)CC1 | 4% | 0.1% | -1% | 26% | 1% | i | -1.1 | 43 | 2% | 6%
CC(=O)N1CCc2ccc(S(=O)(=O)N3CCN(C)CC3)cc21 | 9% | -0.3% | -1% | 12% | 8% | i | 0.9 | 36 | 5% | 10%
CCOC(=O)N1CCN(C(=O)CSc2nnc(-c3c[nH]c4ccccc34)n2CCOC)CC1 | 8% | 0.0% | -2% | 18% | 1% | . | -1.3 | 47 | 3% | -2%
COc1ccccc1CNC(=O)c1ccc(OC(F)F)c(OC)c1 | 3% | 0.0% | 0% | -2% | 11% | i | -1.1 | 67 | 12% | 5%
C[C@@H](CO)NC(=O)c1ccc2c3n(nc2c1)-c1ccc(Cl)cc1CO3 | 10% | -0.2% | -2% | 13% | 6% | i | 1.0 | 74 | 23% | 6%
COc1cc(NC(=O)CSc2c3c(nc4ccccc24)CCC3)cc(OC)c1OC | -2% | -0.2% | 1% | -2% | 6% | i | -1.7 | 64 | 50% | 0%
O=C(NCc1ccccc1Cl)c1ccc[nH]1 | 24% | 0.3% | -3% | 4% | 1% | i | 1.4 | 35 | 19% | 22%
CCOC(=O)C1CCC2(CC1)C(C#N)=C(N)Oc1n[nH]c(C)c12 (stereo not drawn) | 18% | 0.2% | -14% | 6% | 5% | i | -1.0 | 79 | -7% | 0% | NS5 inhibitors pilot replicate=-7.3
Cc1ccc(NCC(=O)Nc2cccc(S(=O)(=O)N(C)C)c2)cc1S(=O)(=O)N1CCCCCC1 | 19% | . | -10% | . | 7% | . | -0.3 | 67 | . | .
O=C(Nc1ccc2c(c1)nc1n2CCN(Cc2ccccc2)C1)c1cccs1 | 22% | 0.3% | -7% | -5% | 6% | i | 0.9 | 74 | 0% | -17% | NS5 inhibitors pilot replicate=-1.8
CCN1CCSc2ccc(C(=O)NCc3cccc(Br)c3)cc21 | 2% | -0.1% | -1% | 0% | 9% | . | 1.0 | 63 | 12% | -2%
COc1ccc(-c2ccnc3nc(-n4cccc4)nn23)cc1 | -1% | -0.2% | -2% | 1% | 7% | i | -0.8 | 66 | 17% | 24%
O=C(CCS(=O)(=O)c1ccccc1)Nc1ccccc1N1CCOCC1 | 23% | 0.9% | 2% | 8% | -1% | i | 1.2 | 54 | -6% | -4%
Cn1c(N)c(C(=O)c2ccc(Oc3ccccc3)cc2)c(=O)n(C)c1=O | 8% | 0.4% | -2% | 5% | 4% | i | 3.3 | 83 | -2% | -3%
O=C(O)C1CCCN1c1ncccn1 (stereo not drawn) | 17% | -0.2% | -3% | 3% | 2% | i | 0.8 | 86 | 4% | -12%
CCn1cc(CNC(=O)c2c(-c3c(Cl)cccc3Cl)noc2C)c(C)n1 | 5% | -0.4% | -6% | -2% | -3% | i | -1.2 | 65 | 0% | 7%
CCc1ccc(N2CC(C(=O)Nc3ccc(C)c(S(=O)(=O)N4CCOCC4)c3)CC2=O)cc1 (stereo not drawn) | 5% | -0.1% | -6% | 5% | 5% | i | 2.1 | 81 | -2% | -8% | NS5 inhibitors pilot replicate=1.8
CC(Sc1nc2ccccc2[nH]1)C(=O)Nc1ccc2c(c1)OCCO2 (stereo not drawn) | -4% | 0.0% | -1% | -6% | 6% | i | -2.0 | 85 | 0% | 12%
Cc1cc(=O)[nH]c(N/N=C/c2ccc3c(c2)OCCO3)n1 | 18% | -0.1% | -2% | 3% | 6% | i | -0.4 | 39 | 10% | -19%
CCn1c(CSCc2ccc(F)cc2)nnc1SCC(=O)N1CCN(c2ccccc2)CC1 | 26% | 0.2% | 11% | 1% | 7% | i | 2.4 | 55 | 4% | -25%
CCS(=O)(=O)N1CCN(C(=O)c2ccco2)CC1 | 10% | -0.1% | -3% | -7% | 2% | i | -0.9 | 44 | 1% | 5%
Cc1ccc(C23CC4CC(CC(C(=O)N5CCN(C)CC5)(C4)C2)C3)cc1 | 9% | -0.1% | -3% | -9% | 7% | i | -0.1 | 50 | -9% | -1%
COc1ccc(CN2CC(C(=O)N3CC(C)CC(C)C3)CC2=O)cc1 (stereo not drawn) | . | -0.1% | 2% | -6% | 12% | . | -1.0 | 59 | -1% | 5%
CC1CCN(CCOCCSc2ccc(Cl)cc2)CC1 | 23% | -0.1% | -7% | 18% | 24% | i | -1.4 | 76 | -16% | 2%
Cc1cc[n+](-c2nc([O-])sc2/C=N/Nc2ccc([N+](=O)[O-])cc2)cc1 | 13% | -0.1% | 5% | 18% | 14% | i | -0.6 | 55 | -19% | -7%
CC(C)C(=O)N1CCN(c2ccccc2N)CC1 | 15% | -0.1% | -6% | 3% | 7% | i | 1.6 | 85 | -4% | 13%
O=C(CN1C(=O)c2ccccc2C1=O)Oc1ccc(F)cc1 | 13% | -0.1% | . | -1% | . | . | -1.3 | 80 | 6% | -2%
N#Cc1c(N)n(CCc2ccc(F)cc2)c2nc3ccccc3nc12 | -7% | -0.1% | -10% | -9% | 17% | i | 2.7 | 52 | 17% | 9%
Cc1ccc(Cl)cc1N(CC(=O)Nc1cccc(N(C)S(C)(=O)=O)c1)S(C)(=O)=O | 1% | 0.2% | 1% | 5% | 9% | i | 3.3 | 65 | -8% | -3%
CN(C)S(=O)(=O)c1cccc(COC(=O)CN2C(=O)NC3(CCCC3)C2=O)c1 | 26% | -0.1% | -1% | 15% | 7% | . | -0.7 | 74 | -3% | -18%
CCOC(=O)c1nnn(-c2nonc2N)c1-c1ccccc1 | -4% | 0.0% | -3% | -3% | 8% | i | 1.5 | 73 | -7% | 14% | NS5 inhibitors pilot replicate=-1.1
COc1ccc(C(=O)NCCCNC(=O)c2ccc(C)nc2)cc1 | 1% | -0.1% | -3% | -9% | 7% | . | 0.1 | 44 | 8% | 4%
C/C(=N/NS(=O)(=O)c1ccccc1)c1ccc(NC(=O)C(F)(F)F)cc1 | 12% | -0.4% | -1% | 3% | 9% | i | 3.2 | 87 | 2% | -24%
O=C(CSc1ccc([N+](=O)[O-])cc1)Nc1cccc(S(=O)(=O)Nc2ccccc2F)c1 | 0% | -0.1% | 10% | 6% | 12% | i | 3.3 | 85 | 20% | -15%
COc1ccc(C(=O)NCC(O)CN2CCOCC2)cc1[N+](=O)[O-] (stereo not drawn) | 11% | -0.2% | 1% | 2% | 6% | . | 0.4 | 64 | 4% | 9% | NS5 inhibitors pilot replicate=1.5
COc1ccc(Cl)cc1C(=O)NCc1cn(C)nc1C | 2% | -0.1% | 0% | -2% | 6% | i | -1.9 | 79 | -4% | 5%
CN=C(C)C1=C(O)C(C(=O)OC)C(C)(C)CC1=O (stereo not drawn) | 3% | 0.2% | -1% | -4% | -1% | i | -0.2 | 41 | -4% | -9%
O=C1N=C(N2CCCC2)CN1c1ccccc1 | 1% | -0.2% | -4% | 8% | -10% | i | -0.8 | 34 | -5% | 16%
COCC(=O)Nc1nnc(Cc2ccc(OC)cc2)s1 | 5% | 0.4% | 1% | -7% | 5% | i | -2.8 | 84 | 10% | -6%
O=C(C(=O)N1CCN(c2ccc(F)cc2)CC1)N1CCCCC1 | 2% | -0.1% | -1% | 0% | 7% | i | 0.0 | 59 | -3% | 0%
COc1ccc(S(=O)(=O)Nc2ccc(N3CCOCC3)cc2)cc1Br | 13% | 0.0% | -1% | 10% | 12% | i | 1.3 | 52 | 2% | 2%
CCn1cc(C(=O)NCCCN2CCC(C)CC2)c(=O)c2cc(S(=O)(=O)N3CCOCC3)ccc21 | 11% | -0.1% | 5% | -1% | -3% | . | -0.9 | 50 | 7% | -5%
C=CCC(C(=O)NC(C)c1ccccc1)C(=O)NC(C)c1ccccc1 (stereo not drawn) | 1% | -0.1% | -2% | 8% | 7% | . | -0.5 | 89 | 8% | -10%
CCCCC1=CC2=CC(=O)C(C)(OC(=O)CC)C(=O)C2=CN1CCN1CCOCC1 (stereo not drawn) | 14% | -0.2% | . | 1% | . | i | 0.9 | 76 | -1% | -14%
Cc1cc(NS(=O)(=O)c2ccc(NC(=O)c3ccc(Br)o3)cc2)nc(C)n1 | 13% | 1.1% | -4% | -6% | 0% | i | 0.9 | 70 | -10% | -6%

Quoted at random: two entries already listed.
SMILES | SV40 large T antigen | GPR55 beta-arrestin | NS5 inhibitors | GPR55 LPI antagonism | MgcRacGAP inhibition | Yfh1-depleted yeast | NTR1 ag | NTR1 ag cell count 20 µM | AID2073 | GPR35 arrestin U2OS | others
CCCCC1=CC2=CC(=O)C(C)(OC(=O)CC)C(=O)C2=CN1CCN1CCOCC1 (stereo not drawn) | 14% | -0.2% | . | 1% | . | i | 0.9 | 76 | -1% | -14%
O=C1N=C(N2CCCC2)CN1c1ccccc1 | 1% | -0.2% | -4% | 8% | -10% | i | -0.8 | 34 | -5% | 16%
